# TAG inh: inhibitors of triacylglycerol accumulation, primary screen, cell-based, uHTS, fluorescence, H9c2 | 230,000 tested, 0.66% active | inhibition, % at 12.5 µM | H9c2 cells, Nile Red lipid (TAG) fluorescence; cells loaded with 200 µM oleic acid;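 active = pattern-corrected inhibition of lipid staining of at least 50% with the nuclear-stain viability signal not falling by more than 50%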;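 note: 0% = DMSO wells and 100% = triacsin C control wells; some results filed as inactive read as strong as hits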
# TAG inh DAPI viability: also measured in TAG inh; calls as there; DAPI nuclei signal change (viability), lower = more cytotoxic, %;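 whole-well DAPI fluorescence read on a plate reader as a viability signal; minus 50 percent equals half of cells still viable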
# Numbers without * were called inactive.
SMILES,TAG inh,TAG inh DAPI viability
Cc1ccccc1-c1nnc(SCCOc2ccc3c(C)cc(=O)oc3c2)o1,4,-1
Cc1cc(C)nc(-n2nc(C)cc2Nc2ccccc2)n1,16,7
O=C(COC(=O)Cn1cnc2ccccc21)Nc1cccc(S(=O)(=O)N2CCOCC2)c1,7,-8
CCC(CC)C(=O)Nc1nnc(S(=O)(=O)N2CCCC2)s1,-3,5
COC(=O)N1CCCCC1c1cc(C(=O)NCc2ccc(Cl)c(Cl)c2)no1 (centres undefined),-31,10
Cc1ccc(F)cc1CNC(=O)C1CCC(=O)N(C2CC2)C1 (centres undefined),-14,-7
Cc1ccccc1S(=O)(=O)Nc1nc2ccccc2nc1N1CCOCC1,-9,3
O=C(Nc1cccnc1)c1ccc2c(c1)OCO2,-2,-3
Cc1cc(C)c2nc(NNC(=O)c3ccc(S(=O)(=O)N4CCc5ccccc5C4)cc3)sc2c1,11,-16
CCOC(=O)c1cnc(SC)nc1N1CCCC1,9,-14
COc1cc(/C=N/NC(=O)c2ccncc2)ccc1Oc1ccc([N+](=O)[O-])cn1,0,-6
O=C1CC(=C2c3ccccc3-c3ccccc32)C(=O)N1CCN1CCN(c2cccc(Cl)c2)CC1,-7,3
CN(C)c1ccc(-c2nnc(-c3cccs3)o2)cc1,-10,40
c1ccc(-c2ccc(C3=Nn4c(Cn5nnc6ccccc65)nnc4SC3)cc2)cc1,-2,11
Cc1nnc(SCC(=O)n2c3c(c4ccccc42)CCCC3)s1,0,-7
COc1ccc(NC(=O)c2sccc2C)c([N+](=O)[O-])c1,-26,1
O=C(OCC(=O)N1CCN(c2ccccc2)CC1)c1nc(Cl)ccc1Cl,-20,-4
CCOC(=O)C1(C)Oc2ccccc2C(C(=O)OC)=C1C(=O)OC (centres undefined),-4,-8
COCc1cc(C)n(CC(=O)Nc2cccc(C)c2)c(=O)c1C#N,-5,3
CC(C)(C)c1ccc(OCC(=O)N2CCCCCC2)c(Br)c1,-7,6
CCOC(=O)/C(C#N)=C\C=C1C=CN(C)C=C1,-1,5
CC(=O)Nc1ccc(NC(=O)C(c2ccccc2)c2ccccc2)cc1,2,-2
Cc1occc1C(=O)NCc1cccs1,-2,4
CCC1=C/C(=C/N(C)c2ccccc2)C(=O)S1,-22,4
c1ccc(-c2cc(N3CCCCC3)c3ccccc3n2)cc1,-1,2
CN(CC(=O)Nc1nc2ccccc2s1)S(=O)(=O)c1ccccc1,12,3
Clc1ccc(OCc2nn3c(-c4ccncc4)nnc3s2)cc1,-27,-8
O=c1[nH]c(Cc2ccccc2)nc2ccccc12,3,-8
Cc1cc(C)cc(NC(=S)N2CCC(NC(=O)c3ccccc3C)CC2)c1,-10,-6
NNC(=O)CNC(=O)c1ccccc1F,-4,-1

# Taken from above:
# Reading of CCC1=C/C(=C/N(C)c2ccccc2)C(=O)S1 in TAG inh: -22
# Reading of Clc1ccc(OCc2nn3c(-c4ccncc4)nnc3s2)cc1 in TAG inh: -27
# Reading of CN(CC(=O)Nc1nc2ccccc2s1)S(=O)(=O)c1ccccc1 in TAG inh: 12
# Reading of Cc1cc(C)cc(NC(=S)N2CCC(NC(=O)c3ccccc3C)CC2)c1 in TAG inh: -10
# Reading of O=C(OCC(=O)N1CCN(c2ccccc2)CC1)c1nc(Cl)ccc1Cl in TAG inh: -20
# Reading of CCOC(=O)C1(C)Oc2ccccc2C(C(=O)OC)=C1C(=O)OC (centres undefined) in TAG inh DAPI viability: -8

# The list goes on:
SMILES,TAG inh,TAG inh DAPI viability
Cc1ccc(N2CCN(S(=O)(=O)N(C)C)CC2)c(C)c1,-5,4
CCN(CC)C(=O)CSc1nnc(-c2ccccn2)n1-c1ccc(C)c(C)c1,-4,-14
O=C(Nc1cccc(-c2cnc3ccccc3n2)c1)c1ccncc1,-14,11
CC(C)(C)NC(=O)COC(=O)c1ccc(Cl)cc1O,-5,4
CCN1CCCc2cc(CN(CCN3CCOCC3)C(=S)Nc3ccc(OC)c(OC)c3)ccc21,-4,2
O=C1NC(c2ccccc2)=CC(c2ccccc2)N1 (centres undefined),-18,11
CCOc1c(Br)cc(CNc2ncn[nH]2)cc1OC,-18,-3
CC1=NN(C(N)=S)C(=O)C1N=Nc1ccc(S(N)(=O)=O)cc1 (centres undefined),-2,3
CN(C)S(=O)(=O)c1cccc(NC(=S)NCCc2ccccn2)c1,-5,-4
Cc1ccc(NC(=O)c2cc(=O)c3ccccc3o2)cc1S(=O)(=O)N1CCCCC1,13,1
CC(C)(C)OC(=O)N1CC=C2C(C#N)=C(N)C(C#N)(C#N)C(c3cccs3)C2C1 (centres undefined),1,-3
Cc1ccc(S(=O)(=O)N(C)C)cc1N,7,-1
CCn1c(O)c(C=Nc2ccccc2)oc1=S,-3,0
CCOc1cccc(OCCCOc2ccccc2)c1,-6,4
CCN1CCN(c2cc(C)c3cc(NC(=S)N4CCN(c5ccccc5)CC4)ccc3n2)CC1,20,11
O=C(NC1CCN(S(=O)(=O)c2ccc(F)cc2)CC1)c1ccccc1,-12,3
CN(C)CCCNc1nc2cc(-c3ccc4c(ccn4C)c3)sc2c(=O)n1C,13,20
CC(C)C(=O)Nc1ccc(COc2ccccc2CN(Cc2ccccc2)C(=O)OC(C)(C)C)cc1,3,-8
O=C(c1ccco1)N1CCN(Cc2cn[nH]c2-c2ccc(F)cc2F)CC1,11,0
c1ccc(C2[C@H]3CN(Cc4cccnc4)[C@H](c4ccccc4)C34CC2(c2cccnc2)C4)cc1 (some centres undefined),-12,7
CCC(C)[C@@H](CN)NCC1(c2ccccc2)CC1 (some centres undefined),-28,14
CCCn1c(SCC(=O)Nc2ccc(F)c(Cl)c2)nc(O)cc1=O,-11,1
Nc1ncnc2c1ncn2-c1ccccc1Cl,8,8
COC(=O)c1cn(NC(=O)CCC2CCCC2)c(=O)c2ccccc12,-5,7
Cc1c(C(=O)N2CCOCC2)sc2ncn(CC(=O)N3CCC(C)CC3)c(=O)c12,5,-2
COc1ccc(CCNCc2ccc(-c3ccccc3)cc2)cc1OC,-4,15
COC(=O)C1N[C@@H]([C@@H](NC(=O)COc2ccccc2)C(=O)NCc2ccc(OC)cc2)SC1(C)C (some centres undefined),9,-7
NC(=O)N(N)c1nc(N2CCCC2)nc(N2CCCC2)n1,11,2
COc1ccc(C2=CC(c3ccc(OC)c(OC)c3)NC(=S)N2)cc1 (centres undefined),-3,10
C=CCNc1nc(NCc2cccc(OC)c2)c2sc(-c3ccccc3)cc2n1,46,10

# One compound at a time (already shown). Screens in order: TAG inh | TAG inh DAPI viability
# Listed for Nc1ncnc2c1ncn2-c1ccccc1Cl : 8 | 8
# Listed for COc1ccc(NC(=O)c2sccc2C)c([N+](=O)[O-])c1 : -26 | 1
# Listed for Cc1cc(C)c2nc(NNC(=O)c3ccc(S(=O)(=O)N4CCc5ccccc5C4)cc3)sc2c1 : 11 | -16
# Listed for c1ccc(-c2cc(N3CCCCC3)c3ccccc3n2)cc1 : -1 | 2
# Listed for CC(=O)Nc1ccc(NC(=O)C(c2ccccc2)c2ccccc2)cc1 : 2 | -2

# Next part.
SMILES,TAG inh,TAG inh DAPI viability
CCc1ccc(NC(=S)NC(=O)CC(C)C)cc1,-1,8
CCOC(=O)C1CCN(C(=O)COC(=O)c2cc(-c3cccs3)nn2-c2ccccc2)CC1,4,-2
C[C@H]1Cn2cnc(C(=O)Nc3ccc(CNC(=O)OC(C)(C)C)cc3)c2C(=O)N1,10,1
O=C(CCC1CCCCC1=O)c1ccccc1 (centres undefined),12,4
O=C(CN1CCCCC1)NC1CCc2cc3c(cc21)CCC3 (centres undefined),-2,-3
CC(Oc1ccccc1)C(=O)N1CCN=C1SCc1ccccc1 (centres undefined),4,-2
CCOc1ccccc1NC(=O)C(NCC1CCCCC1)c1ccccc1 (centres undefined),-43,5
COc1ccc(NC(=O)CSCC(=O)N2CCN(C(=O)c3ccco3)CC2)cc1,5,-5
C/C=C(/C)C(=O)O[C@@H]1[C@H](OC(=O)C=C(C)C)c2c(ccc3ccc(=O)oc23)OC1(C)C,-15,1
O=C(NC1CCCCC1)C(=S)N1CCOCC1,10,14
O=C(CSc1nccc(-c2cccs2)n1)Nc1ccc(Cl)cc1,4,-5
Cc1cc2nc(C3CCN(C(=S)NCCCOC(C)C)CC3)[nH]c2cc1C,2,15
O=C1Nc2ccc(S(=O)(=O)NCc3ccccn3)c3cccc1c23,5,-4
COc1cccc(N2CCN(C(=O)c3cc(C)oc3C)CC2)c1,-5,-4
CCc1sc(C(=O)N2CCN(CC(=O)Nc3cccc(F)c3)CC2)cc1C,-2,2
CC(C)OC(=O)c1ccc(NCc2cc(O)ccc2O)cc1,92,-65
O=C1C(Cc2ccc3[nH]ccc3c2)NC(=S)N1c1ccccc1 (centres undefined),15,-10
O=C(Nc1ccc2ncccc2c1)c1cccc(Br)c1,-11,5
COc1ccc(-c2nnn(CC(=O)N(CC(=O)NC3CCCC3)c3ccccc3)n2)cc1OC,-1,-3
COc1ccc2oc(=O)c(C(=O)C[n+]3cccc(C)c3)cc2c1,-5,0
CCN(C(=O)CSc1nnc(C)c(=O)[nH]1)c1cccc2ccccc12,-4,-7
CN(C)S(=O)(=O)c1ccc(C(=O)OCC(=O)c2ccc3c(c2)NC(=O)CO3)cc1,-14,11
O=C(N/N=C/c1ccc(OCc2ccc(F)cc2)cc1)c1ccccc1,8,-2
Cc1cc(C)cc(C(=O)NCCn2cc(SCC(=O)N3CCOCC3)c3ccccc32)c1,14,-9
Cc1ccccc1Nc1nc(N)nc(CSc2nnc(-c3ccccc3)n2C)n1,18,-10
COc1cccc(C2CC(c3ccc(C)cc3)n3ncnc3N2)c1 (centres undefined),-8,-9
COc1ccc(N(C)S(=O)(=O)c2cccc(C(=O)NC3CCCCCC3)c2)cc1,14,-12
C=CCn1c(C)cc(C(=O)CSc2ccc(NC(C)=O)cc2)c1C,3,-8
CCn1c(N)c(C(=O)NCCCOC)sc1=S,-14,0
CC(=O)Nc1ccc(S(=O)(=O)N=S(C)C)cc1,8,7

# Five successive compounds from above:
SMILES,TAG inh,TAG inh DAPI viability
COc1cccc(C2CC(c3ccc(C)cc3)n3ncnc3N2)c1 (centres undefined),-8,-9
COc1ccc(N(C)S(=O)(=O)c2cccc(C(=O)NC3CCCCCC3)c2)cc1,14,-12
C=CCn1c(C)cc(C(=O)CSc2ccc(NC(C)=O)cc2)c1C,3,-8
CCn1c(N)c(C(=O)NCCCOC)sc1=S,-14,0
CC(=O)Nc1ccc(S(=O)(=O)N=S(C)C)cc1,8,7

# Remaining list, next part.
SMILES,TAG inh,TAG inh DAPI viability
CC(Sc1nnc(C2CC2)n1C1CC1)C(=O)N(C)Cc1cccc(F)c1 (centres undefined),5,4
S=C(Nc1ccc2c(c1)OCCO2)Nc1ccc2c(c1)OCO2,-7,-2
COc1cccc(CN2C(=NC(=O)C3CCCO3)SC3CS(=O)(=O)CC32)c1 (centres undefined),-4,2
COc1ccc(Cl)cc1NC(=O)CN(C)Cc1ccc(OC)c(OC)c1,-31,6
O=C(Nc1cccc(Cl)c1)c1nc[nH]c1C(=O)N1CCN(c2ccccc2)CC1,-14,0
CN(C)S(=O)(=O)c1ccc(Cl)c(NC(=O)COC(=O)CC(NC(N)=O)c2ccc(Cl)cc2)c1 (centres undefined),-4,5
Cc1cccc(CCNC(=O)Cc2ccc(NC3=NC4CS(=O)(=O)CC4S3)cc2)c1 (centres undefined),0,6
O=C(N/N=C/c1cnc(N2CCCCC2)s1)c1ccc(Cl)cc1,12,-10
COCC(=O)Oc1c(S(=O)(=O)c2ccc(C)cc2)c(C)nn1-c1ccccc1,-2,4
Cc1nn(-c2ccccc2)c(C)c1C(=O)OC(C)C(=O)NC1CCCCC1 (centres undefined),3,3

# Some of these compounds in order of SMILES length, falling.
SMILES,TAG inh,TAG inh DAPI viability
CN(C)S(=O)(=O)c1ccc(Cl)c(NC(=O)COC(=O)CC(NC(N)=O)c2ccc(Cl)cc2)c1 (centres undefined),-4,5
Cc1nn(-c2ccccc2)c(C)c1C(=O)OC(C)C(=O)NC1CCCCC1 (centres undefined),3,3
S=C(Nc1ccc2c(c1)OCCO2)Nc1ccc2c(c1)OCO2,-7,-2

# Not all compounds are listed. The share of hits here may be higher or lower than overall.
